FLuc counter: inhibits or activates purified firefly luciferase, miR-21 counter-screen; P08659; purified FLuc, Km substrates, luminescence inhibition; Potency, µM (highest dose often 57.5 µM), inactives show at the top dose activity change, negative = inhibition, most hits filed as inhibitors; 360,000 compounds, 6.9% hits; AID 588342; active = well fitted inhibition curve with a large enough effect; inconclusive = small, poorly fitted or top-dose-only effect;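 also: plate controls were vehicle for no effect and reference inhibitor for full effect; nearly all actives have a fitted effect of over 55% in size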
Target sequence (P08659 whole entry, looked up): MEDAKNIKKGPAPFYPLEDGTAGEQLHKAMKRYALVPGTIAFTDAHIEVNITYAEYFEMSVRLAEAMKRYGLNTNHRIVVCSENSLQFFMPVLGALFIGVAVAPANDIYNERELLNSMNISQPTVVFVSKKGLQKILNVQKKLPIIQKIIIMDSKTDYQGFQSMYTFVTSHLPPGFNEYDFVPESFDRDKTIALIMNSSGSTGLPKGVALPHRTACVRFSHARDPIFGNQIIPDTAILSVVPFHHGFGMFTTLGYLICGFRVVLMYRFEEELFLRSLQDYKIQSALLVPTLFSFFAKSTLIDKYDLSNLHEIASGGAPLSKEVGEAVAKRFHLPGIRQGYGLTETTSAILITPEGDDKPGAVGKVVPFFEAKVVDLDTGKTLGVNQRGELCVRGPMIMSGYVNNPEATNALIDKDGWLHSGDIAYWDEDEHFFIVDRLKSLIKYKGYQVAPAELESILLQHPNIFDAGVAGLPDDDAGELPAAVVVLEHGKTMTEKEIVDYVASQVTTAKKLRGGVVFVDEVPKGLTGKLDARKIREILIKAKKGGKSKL
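Biochemical qHTS of compounds, final roughly 60 µM downward over six points, against 10 nM purified firefly luciferase using Km concentrations of substrates (10 uM D-luciferin, 10 uM ATP) in Tris acetate pH 7.5 buffer; luminescence output.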
* hit, by the source's call; ? = inconclusive. Potency is read from the fitted curve at half-maximal effect. The list is partial. The share of hits here may be higher or lower than overall.

SMILES | FLuc counter
Cc1ccc2nc(-c3ccc(Cl)s3)c(Nc3ccc4c(c3)OCCO4)n2c1 | ?
CCCN(C(=O)c1ccc2c(=O)n3c(nc2c1)CCCCC3)c1cccc(Cl)c1 | ?
Cc1ccccc1CN1C(=O)c2ccccc2Sc2ccc(C(=O)NC3CCCC3)cc21 | 4%
COc1ccc(C2=NN(CC(=O)NCc3ccccc3Cl)C(=O)CC2)cc1 | -2%
COc1ccc(Br)cc1CNC(=O)CCCn1c(=O)c2cccn2c2cccnc21 | -1%
Cc1nc2nc(SCC(=O)NCc3ccccc3)nn2c(C)c1Cc1ccccc1 | 6%
CCOc1ccccc1NC(=O)CN(C)S(=O)(=O)c1ccc2nc(C)sc2c1 | -12%
CCN(CC)C(=O)c1sc(NC(=O)c2nc3ncccn3n2)c(C(=O)OC)c1C | -1%
CC(C)(C)c1ccc(C2=NC(C)(C)N(CC(=O)Nc3ccc(F)c(F)c3)C2=O)cc1 | -13%
O=C(NCC(c1ccc2c(c1)OCO2)N1CCN(c2ccccc2)CC1)C(=O)Nc1ccc(F)cc1 (centres undefined) | -11%
COc1ccc(-c2cc(C(=O)Oc3ccc(C)cc3)c3cc(C)ccc3n2)cc1 | -17%
COc1ccc(NC(=O)c2nnn(CC(=O)Nc3ccc(C)c(C)c3)c2N)cc1OC | 4%
Cc1ccc(Cl)cc1NS(=O)(=O)c1cc2c3c(c1)CC(=O)N3CCC2 | -12%
CCOc1cc2[nH]c(=O)n(CCCCC(=O)N3CCN(c4ccccc4OC)CC3)c(=O)c2cc1OCC | 1%
CCN1CCN(c2cc(C)c3cc(NC(=O)c4cccc(Cl)c4)ccc3n2)CC1 | ?
Cc1oc(-c2cccc(Cl)c2)nc1CN1CCCC(C(=O)NCc2ccc(Cl)cc2)C1 (centres undefined) | ?
Cc1cc(N2CCN(C)CC2)nc2ccc(NC(=O)Nc3ccc(F)cc3)cc12 | ?
Cc1ccc(NC(=O)CSc2ncc3c(n2)-c2ccc(Cl)cc2N(C)S3(=O)=O)cc1F | -5%
CCOc1ccccc1N(C)C(=O)c1cc(S(=O)(=O)NCCc2ccc(Cl)cc2)ccc1F | -7%
COc1ccc(NC(=O)C(NC(=O)/C=C\c2ccc3c(c2)OCO3)c2ccc(OC)cc2)cc1 (centres undefined) | -6%
COc1ccc(OCC(=O)Nc2ccc(-c3nc4cc(C)cc(C)c4o3)cc2)cc1 | -8%
Cc1ccc(NC(=O)CSc2nncn3c2cc2sccc23)cc1F | -2%
COc1ccc(S(=O)(=O)Nc2cccc(-c3ccc(N4CCCCC4)nn3)c2)cc1F | 2.7µM*
Cc1ccc(S(=O)(=O)c2c(Nc3cc(C)ccc3C)sc(C(=O)c3ccc4c(c3)OCO4)c2N)cc1 | -4%
Cc1ccc(S(=O)(=O)c2[nH]c(-c3ccccc3)nc2SCC(=O)O)cc1 | ?
N#Cc1ccc(C(=O)N2CCN(c3nc4ccc(F)cc4s3)CC2)cc1 | 7%
CCCOc1ccc(CNC(=O)Cn2ncn3c(cc4sc(CC)cc43)c2=O)cc1 | -2%
O=C(Cn1c(=O)nc(-c2ccccc2)c2ccccc21)NCc1ccc(F)cc1 | -3%
Cc1ccc(C)c(N2CCN(S(=O)(=O)c3ccc(F)c(C(=O)Nc4ccc(Cl)cc4Cl)c3)CC2)c1 | -1%
COc1ccc(NC(=O)C(=O)c2cc(C)n(-c3ccc(C)cc3)c2C)cc1Cl | -17%
CCOC(=O)C1CCCN(C(=O)c2ccc3c(c2)sc2nc(-c4cccc(OC)c4)cn23)C1 (centres undefined) | -13%
Cc1nn(CCC(=O)Nc2ccccc2Br)c(=O)c2nn(-c3ccccc3)c(C)c12 | 0%
COC(=O)c1ccc2c(=O)n(CCCCCC(=O)NCCc3ccc(Cl)cc3)c(=O)[nH]c2c1 | -6%
CCS(=O)(=O)c1ncc(Cl)c(C(=O)NCc2ccccc2)n1 | -3%
O=C(O)c1c(-c2ccccc2)oc2ccc(OCc3ccc(Cl)c(Cl)c3)cc12 | 15µM*
Cc1ccc2[nH]c(CSc3nnc(NC(=O)COc4ccc(F)cc4)s3)cc(=O)c2c1 | -13%
COC(=O)c1scc(-c2ccc(C)cc2)c1S(=O)(=O)Nc1cc(C)ccc1OC | 7%
Cc1oc2c(cc(NS(=O)(=O)c3ccc(Cl)cc3)c3ccccc32)c1C(=O)OCc1ccccc1 | -19%
COc1ccccc1N1CCN(c2ncnc3c2nnn3C)CC1 | 5%
COc1ccc(NC(=O)c2noc3c2CSc2ccccc2-3)cc1Cl | 1%
CCc1ccc(CNC(=O)Cc2ccc(NC(=O)N3CCSc4ncccc43)cc2)cc1 | ?
O=C(NCCc1nc2ccccc2n1Cc1c(F)cccc1Cl)c1ccco1 | -12%
CCOC(=O)c1c(C)oc2ncnc(NCCCN3CCN(c4cc(C)ccc4C)CC3)c12 | 3%
COc1ccc(CNC(=O)CCC(=O)N2CC3CCCN3c3ccccc32)cc1 (centres undefined) | -2%
O=c1cc(N2CCN(c3ccc(F)cc3)CC2)[nH]c(=O)n1-c1ccc(Br)cc1 | 5%
COc1cc(/C=C/c2nc(C#N)c(N3CCCCCC3)o2)cc(OC)c1OC | ?
Cc1ccc(-c2noc(CCC(=O)N(C)c3ccccc3F)n2)cc1 | -11%
O=C(NCCc1ccc(Cl)cc1)c1ccc2c(c1)N(Cc1cccc(Cl)c1)C(=O)c1ccccc1S2(=O)=O | 0%
CCOc1ccc(NC(=O)CC2C(=O)N(c3cccc(C)c3)C(=O)N2Cc2cccnc2)cc1 (centres undefined) | 4%
CC(=O)Nc1ccc(NC(=O)c2ccc3c(c2)CCN3S(=O)(=O)c2ccc(Cl)cc2)cc1 | -5%
CC(=O)c1ccc(NC(=O)CSc2nnc(N)s2)cc1 | ?
CCOc1cc(-c2ccc(OC(=O)c3ccccc3F)cc2)cc(=O)c2c(C)oc(C)c12 | -13%
CCCCOC(=O)CSc1nnc(-c2ccc(C)cc2)o1 | ?
CCc1ccc(CN(Cc2ccco2)c2cnc(S(C)(=O)=O)nc2C(=O)Nc2ccccc2Cl)cc1 | -1%
COC(=O)c1sccc1S(=O)(=O)N(CC(=O)NCc1ccc(F)cc1)c1ccc(C)c(C)c1 | -2%
CC(C)COc1ccc(C(=O)N(Cc2ccc(N(C)C)cc2)Cc2ccco2)cc1 | 0%
Cc1c(C(=O)NCc2ccc(F)cc2)sc2nc3n(c(=O)c12)CCC3 | -8%
COc1cc(C(=O)NCCc2csc3nc(-c4ccccc4C)nn23)cc(OC)c1OC | -7%
Cc1ccc(N2CC(NC(=O)C3CCCC3)CC2=O)cc1 (centres undefined) | -4%
Cc1ccc(-c2nc3n(n2)C(c2ccccc2Cl)C=C(c2ccc(Cl)cc2)N3)cc1 (centres undefined) | -4%

No new results follow: an excerpt of the list.
SMILES | FLuc counter
CCOC(=O)c1c(C)oc2ncnc(NCCCN3CCN(c4cc(C)ccc4C)CC3)c12 | 3%
COc1ccc(CNC(=O)CCC(=O)N2CC3CCCN3c3ccccc32)cc1 (centres undefined) | -2%
O=c1cc(N2CCN(c3ccc(F)cc3)CC2)[nH]c(=O)n1-c1ccc(Br)cc1 | 5%
COc1cc(/C=C/c2nc(C#N)c(N3CCCCCC3)o2)cc(OC)c1OC | ?
Cc1ccc(-c2noc(CCC(=O)N(C)c3ccccc3F)n2)cc1 | -11%
O=C(NCCc1ccc(Cl)cc1)c1ccc2c(c1)N(Cc1cccc(Cl)c1)C(=O)c1ccccc1S2(=O)=O | 0%
CCOc1ccc(NC(=O)CC2C(=O)N(c3cccc(C)c3)C(=O)N2Cc2cccnc2)cc1 (centres undefined) | 4%
CC(=O)Nc1ccc(NC(=O)c2ccc3c(c2)CCN3S(=O)(=O)c2ccc(Cl)cc2)cc1 | -5%
CC(=O)c1ccc(NC(=O)CSc2nnc(N)s2)cc1 | ?
CCOc1cc(-c2ccc(OC(=O)c3ccccc3F)cc2)cc(=O)c2c(C)oc(C)c12 | -13%
CCCCOC(=O)CSc1nnc(-c2ccc(C)cc2)o1 | ?
CCc1ccc(CN(Cc2ccco2)c2cnc(S(C)(=O)=O)nc2C(=O)Nc2ccccc2Cl)cc1 | -1%
COC(=O)c1sccc1S(=O)(=O)N(CC(=O)NCc1ccc(F)cc1)c1ccc(C)c(C)c1 | -2%
CC(C)COc1ccc(C(=O)N(Cc2ccc(N(C)C)cc2)Cc2ccco2)cc1 | 0%
Cc1c(C(=O)NCc2ccc(F)cc2)sc2nc3n(c(=O)c12)CCC3 | -8%
COc1cc(C(=O)NCCc2csc3nc(-c4ccccc4C)nn23)cc(OC)c1OC | -7%
Cc1ccc(N2CC(NC(=O)C3CCCC3)CC2=O)cc1 (centres undefined) | -4%
Cc1ccc(-c2nc3n(n2)C(c2ccccc2Cl)C=C(c2ccc(Cl)cc2)N3)cc1 (centres undefined) | -4%

Additional entries:
SMILES | FLuc counter
O=C(NC1CCCCC1)/C(=C/c1ccc(Cl)cc1)NC(=O)c1ccccc1 | 0%
Cn1cnc(S(=O)(=O)N2CCCC(C(=O)NCc3ccccc3)C2)c1 (centres undefined) | -2%
COc1ccc(C(CNC(=O)COc2cc(C)cc(C)c2)N2CCOCC2)cc1 (centres undefined) | -7%
COc1ccc(NC(=O)Cn2c(=O)n(-c3ccc(C)c(C)c3)c(=O)c3c(C)c(C)sc32)cc1 | 3%
Cc1cnc2c(c1SCC(=O)NCc1ccccc1Cl)c(=O)n(C)c(=O)n2C | -11%
O=C(NCc1ccc(F)cc1)c1ccc(CSCc2cccc(Cl)c2)o1 | -16%
CC1=C(C(=O)NCc2ccccc2Cl)C2(CCCCCC2)OC1=O | 0%
CN(c1nnc(NC(=O)Nc2ccccc2C(F)(F)F)s1)C1CCCCC1 | -5%
CCCNC(=O)c1cnc2sc(N3CCCCCC3)nn2c1=O | 5%
O=c1cc(CSc2ncn[nH]2)[nH]c2c(Cl)cccc12 | -13%
COc1cc(NC(=O)Cn2nnnc2-c2ccccc2F)cc(OC)c1OC | -1%
Cc1cccc(CSc2nc3c(c(=O)[nH]2)C(c2cccc(O)c2)CC(=O)N3)c1 (centres undefined) | ?

Next section; it opens with the 2 that closed the last part.
SMILES | FLuc counter
COc1cc(NC(=O)Cn2nnnc2-c2ccccc2F)cc(OC)c1OC | -1%
Cc1cccc(CSc2nc3c(c(=O)[nH]2)C(c2cccc(O)c2)CC(=O)N3)c1 (centres undefined) | ?
CCOc1ccc(CCNC(=O)CN2N=C(c3ccccc3)CCC2=O)cc1OCC | -4%
CCOc1ccc(CCNC(=O)c2cnc3c(-c4ccccc4)c(C)nn3c2C)cc1OCC | -7%
COCC(C)NC(=O)c1cc2c(=O)n3cccc(C)c3nc2s1 (centres undefined) | -1%
CC(=O)c1ccc(C(=O)N(Cc2cccnc2)c2nc3c(Cl)cccc3s2)cc1 | -13%
O=C(CCn1cccn1)NCc1ccc(Cl)cc1 | -2%
COc1ccc(OC)c(CCNC(=O)c2nc(-c3ccc(Cl)cc3)n3c2CCCCC3)c1 | -6%
Cc1ccc(NC(=O)c2c(C)oc3nc(C)nc(N4CCCC4)c23)c(C)c1 | 2%
N#Cc1ccc(-c2cccs2)nc1SCC(=O)Nc1cccc(C(F)(F)F)c1 | 6%
COc1ccc(CNC(=O)COCc2cc(-c3ccc4c(c3)OCO4)on2)cc1 | -2%
Cc1ccc2nc(CN3CCN(S(=O)(=O)c4ccc(F)cc4)CC3)oc2c1 | -1%
O=C(Nc1nc2ccccc2n1CCOc1ccccc1Cl)c1ccccc1 | 4.8µM*
COc1ccc(CCNC(=O)CCc2c(C)nc3c4c(C)cc(C)nc4nn3c2C)cc1OC | -2%
Cc1nc2nc(NCc3cccc(Cl)c3)[nH]n2c(=O)c1Cc1ccccc1 | ?
Cc1ccc(C)c(NC(=O)CCCN2C(=O)COc3ccc(C)cc32)c1 | -9%
CC(=O)c1cccc(NC(=O)c2cc3nc(-c4ccc(Br)cc4)cc(C(F)(F)F)n3n2)c1 | 3%
Cn1c(=O)oc2cc(S(=O)(=O)CCC(=O)NCc3ccccc3)ccc21 | 2%
COc1ccc(-c2cccc(NS(=O)(=O)c3cc(C)c(OC)c(C)c3C)c2)nn1 | ?
COc1ccc(NC(=O)Nc2nnc(N(C)C3CCCCC3)s2)c(OC)c1 | -14%
O=C(CSc1nc2ccccc2n1Cc1cccc(F)c1)N1CCN(c2ccc(F)cc2)CC1 | -2%
CC(C)c1cnc2c(c1SCC(=O)NC(C)(C)C)c(=O)n(C)c(=O)n2C | 4%
Cc1ccc(-c2nc3c4ccccc4n(CC(=O)NCc4ccc(F)cc4)c(=O)n3n2)cc1 | -2%
Cc1ccc(C(=O)c2cn(CC(=O)Nc3ccc(C(C)C)cc3)c3nc(C)ccc3c2=O)cc1 | 3%
CCOc1ccccc1NC(=O)Nc1nnc(N(C)Cc2ccccc2)s1 | -8%
Cc1ccc(-c2cc(C(=O)N3CCN(c4ccccc4)CC3)c3ccccc3n2)cc1C | 2.4µM*
COc1ccc(-c2onc(C)c2C)cc1S(=O)(=O)Nc1cccc(C#N)c1 | -19%
CCOc1ccc(N2C(=O)c3[nH]nc(-c4ccc(OC)cc4)c3C2c2cccs2)cc1 (centres undefined) | -3%
COC(=O)c1cc2oc(C)cc2n1Cc1ccc(Cl)cc1 | -7%
COc1cccc(N2C(=O)C(CC(=O)Nc3ccc(Cl)cc3)N(Cc3ccc4c(c3)OCO4)C2=O)c1 (centres undefined) | -3%
Cc1ccc2[nH]c(CSc3nnc(NC(=O)COc4ccccc4F)s3)cc(=O)c2c1 | ?
COc1ccc(CNC(=O)CSCc2nc(-c3ccccc3C)oc2C)cc1 | ?
COc1ccc(CNC(=O)C2CCN(c3nc4ccccc4[nH]3)CC2)c(OC)c1 | -3%
Cc1ccc2c(c1)C(=O)OC(C(=O)Nc1ccccc1C(=O)O)C2 (centres undefined) | ?
Cc1ccc(-n2c(=O)c3c(cnn3C)n(Cc3ccccc3F)c2=O)cc1 | -9%
CC(=O)Nc1ccc(S(=O)(=O)Nc2cccc(-c3ccc(N4CCC(C)CC4)nn3)c2)cc1 | 0.54µM*
COc1ccc(N2CC(NC(=O)c3cccs3)CC2=O)cc1 (centres undefined) | 2%

Source: PubChem BioAssay (National Center for Advancing Translational Sciences (NCATS))
